High-throughput results as filed in PubChem.
DDE Tn7 FP inh = DD(E)-Tn7 binding inhibition, primary FP screen | P02675 | 370,000 compounds, 0.13% hits | inhibition, % at 8.3 µM | FP displacement of FITC-Tn7 peptide from fibrin DD(E); 0% = median of compound wells per plate;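 active = inhibition above the mean of compounds falling within the control limits plus 3 SD of them, cut at about 14% in these data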;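 note: 0% = plate median of compound wells and 100% = 10 µM Aha-Tn7 peptide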
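Assay system: human fibrin DD(E) protein / Input: 2 µM fibrin DD(E) / Benchmarks: high control of 10 µM Aha-Tn7 peptide / Measured by: fluorescence polarization of the labelled Tn7 tracer / Medium: Tris buffer with calcium and detergent, pH 7.8 / Timing: 10 min compound pre-incubation, 3 h probe incubation at room temperature / Repeats: one replicate per compound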
Tn6 DDE FP = disrupts Tn6 cyclic peptide binding to fibrin D-Dimer-E complex; P02675; Fibrin DD(E) TRITC-Tn6 fluorescence polarization displacement; inhibition, % at 8.3 µM; 370,000 compounds, 0.21% hits; AID 720509;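 active = inhibition above a per-campaign cutoff: mean of compounds within control limits plus 3 SD, cut at about 15% in these data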;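 note: 0% = median of all compound wells on the plate and 100% = blocking peptide control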
TCR-CD3 inh = inhibitors of human TCR-CD3 interaction; TAMRA-labeled TCR probe fluorescence, biochemical; inhibition, % at 9.4 µM; 360,000 compounds, 0.37% hits; in the data active = inhibition above about 19%;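 note: recombinant mutant TCR 2C K166C tagged with TAMRA read by polarization; 0% = receptor in buffer alone and 100% = receptor with positive control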
KLK7 zymogen act = proKLK7 (human) activation, primary screen; activation, % at 7 µM; 370,000 compounds, 0.9% hits; P49862; purified proKLK7, EDANS-DABCYL substrate fluorescence; 100% is mature enzyme control, 0% vehicle;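 active = activation above the mean of all tested compounds plus 3 SD, computed per campaign excluding outliers beyond control limits, cut at about 13% in these data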
MBD2 inh = inhibitors of human MBD2 binding to methylated oligonucleotide | 370,000 compounds, 0.31% hits | TR-FRET | inhibition, % at 4.4 µM; in the data active = inhibition above about 13%
SIAE primary = inhibitors of human sialic acid acetylesterase SIAE. Q9HAT2. SIAE FP-Rh probe binding, fluorescence polarization. inhibition, % at 9.66 µM. 370,000 compounds, 0.69% hits. AID 1053197;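 active = inhibition above a cutoff: mean of compounds within the control limits plus 3 SD of those, cut at about 17% in these data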;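 note: 0% = plate median of compound wells and 100% = probe without SIAE protein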
Target sequence (Q9HAT2 whole entry, looked up): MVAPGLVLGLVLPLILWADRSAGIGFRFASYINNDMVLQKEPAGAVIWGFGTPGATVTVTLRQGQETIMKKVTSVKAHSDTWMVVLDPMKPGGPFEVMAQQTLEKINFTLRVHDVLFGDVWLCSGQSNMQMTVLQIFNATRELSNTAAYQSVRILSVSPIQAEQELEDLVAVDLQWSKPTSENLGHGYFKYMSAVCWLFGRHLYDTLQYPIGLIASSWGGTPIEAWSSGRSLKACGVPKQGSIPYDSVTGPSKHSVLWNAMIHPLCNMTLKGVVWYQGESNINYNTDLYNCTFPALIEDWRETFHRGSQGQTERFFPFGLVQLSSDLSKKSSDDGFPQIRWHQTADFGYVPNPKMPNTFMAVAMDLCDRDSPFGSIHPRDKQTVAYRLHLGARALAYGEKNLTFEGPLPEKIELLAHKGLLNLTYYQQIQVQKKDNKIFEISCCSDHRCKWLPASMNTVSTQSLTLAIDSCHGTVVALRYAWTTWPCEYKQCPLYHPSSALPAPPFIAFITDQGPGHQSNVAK
PRMT1 inh = blocks human protein arginine methyltransferase 1. Q99873. recombinant PRMT1, activity-based probe fluorescence polarization. inhibition, % at 2.79 µM. 370,000 compounds, 1.3% hits. AID 652257;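 active = inhibition above about 21% made by adding two undisclosed values, limit read from the data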
LEDGF integ inh = blocks HIV-1 LEDGF/p75-dependent DNA integration. TR-FRET IN-LEDGF/p75 DNA integration, Eu/Cy5. 370,000 compounds, 0.64% hits. inhibition, % at 3.7 µM;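 active = inhibition above the screen-wide mean plus 3 SD, cut at about 13% in these data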;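 note: signal is the Cy5 over europium emission ratio at 671 and 618 nm; 0% = plate median of compound wells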
UHRF1 binding = blocks human UHRF1 binding to methylated DNA | 370,000 compounds, 0.75% hits | UHRF1 binding to methylated oligo, TR-FRET | inhibition, % at 4.4 µM | Q96T88; in the data active = inhibition above about 21%;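 note: UHRF1 SRA domain binding a hemimethylated CpG hairpin DNA probe; 0% = median of test compound wells and 100% = reference inhibitor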
TDP2 absorb = TDP2 (human) inhibition, absorbance primary screen; 370,000 compounds, 0.34% hits; inhibition, % at 12.8 µM; recombinant TDP2, T5PNP hydrolysis, p-nitrophenol absorbance 415 nm; AID 720702;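 active = inhibition above the mean of all tested compounds plus 3 SD, set per campaign, cut at about 25% in these data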;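 note: 0% = DMSO with enzyme and 100% = buffer with substrate but no TDP2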
Target sequence (O95551 whole entry, looked up): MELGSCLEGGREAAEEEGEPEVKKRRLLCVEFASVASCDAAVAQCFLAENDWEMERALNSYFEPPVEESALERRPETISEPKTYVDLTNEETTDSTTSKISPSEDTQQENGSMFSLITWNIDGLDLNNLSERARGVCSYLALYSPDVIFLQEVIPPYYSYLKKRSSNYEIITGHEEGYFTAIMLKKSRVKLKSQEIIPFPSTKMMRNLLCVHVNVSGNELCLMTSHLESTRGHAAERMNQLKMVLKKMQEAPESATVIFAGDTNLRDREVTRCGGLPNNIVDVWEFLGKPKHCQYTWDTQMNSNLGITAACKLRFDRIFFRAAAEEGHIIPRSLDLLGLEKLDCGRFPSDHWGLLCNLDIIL
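Evaluation: % inhibition relative to enzyme-containing and enzyme-free wells. Material: recombinant human TDP2. Benchmarks: enzyme-free and DMSO wells. Timing: enzyme reaction with compound for 2 h at 37 °C. Compound dosing: 12.8 µM only. Measured by: p-Nitrophenol epi absorbance. Reagent: T5PNP substrate at 5 mM, a TopII-DNA adduct mimic. Replication: single well per compound.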
* marks the source's active call; other numbers are inactive results.

Results for CC1(C)NC(=O)N(CC(=O)N2CCN(c3ccc([N+](=O)[O-])cc3)CC2)C1=O ?
DDE Tn7 FP inh: -1; Tn6 DDE FP: 0; TCR-CD3 inh: -3; KLK7 zymogen act: 0.1; MBD2 inh: -2; SIAE primary: 4; PRMT1 inh: 0; LEDGF integ inh: 0; UHRF1 binding: -2; TDP2 absorb: 5

What do the screens show for `COc1ccc(OC)c(/C=N/NC(=O)CNC(=O)c2cccc3ccccc23)c1`?
DDE Tn7 FP inh: -1; Tn6 DDE FP: 5; TCR-CD3 inh: 2; KLK7 zymogen act: -1.3; MBD2 inh: -3; SIAE primary: -1; PRMT1 inh: -3; LEDGF integ inh: -2; UHRF1 binding: -3; TDP2 absorb: 9

Results for CCN1CCN(Cc2ccc(OCc3ccccc3)cc2)CC1 ?
DDE Tn7 FP inh: 3; Tn6 DDE FP: 5; TCR-CD3 inh: 7; KLK7 zymogen act: 0.4; MBD2 inh: -5; SIAE primary: 0; PRMT1 inh: -3; LEDGF integ inh: -3; UHRF1 binding: -1; TDP2 absorb: 3

What do the screens show for `Cc1nc2ccc(NC(=O)CCC3CCCC3)cc2s1`?
DDE Tn7 FP inh: 10; Tn6 DDE FP: -2; TCR-CD3 inh: 0; KLK7 zymogen act: 0.1; MBD2 inh: 1; SIAE primary: -3; PRMT1 inh: 2; LEDGF integ inh: -5; UHRF1 binding: 0; TDP2 absorb: 3

Results for CC(C)c1cccc(C2=CC(=O)C[C@H](c3ccc4c(c3)OCO4)C2)c1 ?
DDE Tn7 FP inh: 7; Tn6 DDE FP: 3; TCR-CD3 inh: 1; KLK7 zymogen act: -0.4; MBD2 inh: 0; SIAE primary: 5; PRMT1 inh: -1; LEDGF integ inh: 1; UHRF1 binding: 1; TDP2 absorb: 5

How did CNS(=O)(=O)c1ccc2c(c1)NC(=O)C1CCCN21 (stereo not given) do in these assays?
DDE Tn7 FP inh: -1; Tn6 DDE FP: 0; TCR-CD3 inh: 0; KLK7 zymogen act: -0.2; MBD2 inh: -5; SIAE primary: -6; PRMT1 inh: 1; LEDGF integ inh: 8; UHRF1 binding: -10; TDP2 absorb: 3

Results for Cc1ccccc1NC(=O)CCN1CCN(C/C=C/c2ccccc2)CC1 ?
DDE Tn7 FP inh: -2; Tn6 DDE FP: 2; TCR-CD3 inh: 5; KLK7 zymogen act: 0.4; MBD2 inh: 1; SIAE primary: 4; PRMT1 inh: -2; LEDGF integ inh: -1; UHRF1 binding: -3; TDP2 absorb: 9

What do the screens show for `O=C(COC(=O)CC1CCCC1)Nc1ccc(OC(F)F)cc1`?
DDE Tn7 FP inh: 0; Tn6 DDE FP: -12; TCR-CD3 inh: -3; KLK7 zymogen act: -0.3; MBD2 inh: 3; SIAE primary: -9; PRMT1 inh: 8; LEDGF integ inh: -3; UHRF1 binding: 8; TDP2 absorb: -14

Results for COc1ccccc1C(=O)NC1CCN(C(=S)NCCc2ccccc2)CC1 ?
DDE Tn7 FP inh: 9; Tn6 DDE FP: 5; TCR-CD3 inh: 3; KLK7 zymogen act: -0.3; MBD2 inh: -1; SIAE primary: -2; PRMT1 inh: 0; LEDGF integ inh: -1; UHRF1 binding: -3; TDP2 absorb: 2

Results for O=C(Nc1nnc([C@@H]2C[C@H](O)[C@@H](CO)O2)s1)c1cccs1 ?
DDE Tn7 FP inh: 3; Tn6 DDE FP: -2; TCR-CD3 inh: 2; KLK7 zymogen act: -0.4; MBD2 inh: -3; SIAE primary: 4; PRMT1 inh: -6; LEDGF integ inh: 2; UHRF1 binding: -2; TDP2 absorb: 4

Results for O=C(Nc1ccccc1)N1CCCN(Cc2ccccc2F)C1 ?
DDE Tn7 FP inh: 0; Tn6 DDE FP: -3; TCR-CD3 inh: -4; KLK7 zymogen act: 0.0; MBD2 inh: 2; SIAE primary: -1; PRMT1 inh: 0; LEDGF integ inh: 1; UHRF1 binding: 4; TDP2 absorb: -5

Results for S=C(Nc1ccc2nccnc2c1)N1CCOCC1 ?
DDE Tn7 FP inh: -4; Tn6 DDE FP: -4; TCR-CD3 inh: -9; KLK7 zymogen act: 2.7; MBD2 inh: -1; SIAE primary: -3; PRMT1 inh: -2; LEDGF integ inh: 3; UHRF1 binding: -2; TDP2 absorb: -13

Some of these compounds in order of molecular weight, largest number first:
What do the screens show for `COc1ccc(OC)c(/C=N/NC(=O)CNC(=O)c2cccc3ccccc23)c1`?
DDE Tn7 FP inh: -1; Tn6 DDE FP: 5; TCR-CD3 inh: 2; KLK7 zymogen act: -1.3; MBD2 inh: -3; SIAE primary: -1; PRMT1 inh: -3; LEDGF integ inh: -2; UHRF1 binding: -3; TDP2 absorb: 9

Results for CC(C)c1cccc(C2=CC(=O)C[C@H](c3ccc4c(c3)OCO4)C2)c1 ?
DDE Tn7 FP inh: 7; Tn6 DDE FP: 3; TCR-CD3 inh: 1; KLK7 zymogen act: -0.4; MBD2 inh: 0; SIAE primary: 5; PRMT1 inh: -1; LEDGF integ inh: 1; UHRF1 binding: 1; TDP2 absorb: 5

Results for O=C(Nc1nnc([C@@H]2C[C@H](O)[C@@H](CO)O2)s1)c1cccs1 ?
DDE Tn7 FP inh: 3; Tn6 DDE FP: -2; TCR-CD3 inh: 2; KLK7 zymogen act: -0.4; MBD2 inh: -3; SIAE primary: 4; PRMT1 inh: -6; LEDGF integ inh: 2; UHRF1 binding: -2; TDP2 absorb: 4

Results for O=C(Nc1ccccc1)N1CCCN(Cc2ccccc2F)C1 ?
DDE Tn7 FP inh: 0; Tn6 DDE FP: -3; TCR-CD3 inh: -4; KLK7 zymogen act: 0.0; MBD2 inh: 2; SIAE primary: -1; PRMT1 inh: 0; LEDGF integ inh: 1; UHRF1 binding: 4; TDP2 absorb: -5

The results go on:
Results for Cc1ccccc1NCC(=O)N/N=C/c1ccc[nH]1 ?
DDE Tn7 FP inh: 0; Tn6 DDE FP: 0; MBD2 inh: 3; SIAE primary: 2; PRMT1 inh: 1; LEDGF integ inh: -5; UHRF1 binding: -1; TDP2 absorb: -3

How did O=C(Nc1ccccc1C(=O)N1CCOCC1)c1ccc(F)cc1 do in these assays?
DDE Tn7 FP inh: -1; Tn6 DDE FP: 1; TCR-CD3 inh: 7; KLK7 zymogen act: 0.1; MBD2 inh: -1; SIAE primary: 1; PRMT1 inh: -2; LEDGF integ inh: 0; UHRF1 binding: 0; TDP2 absorb: 4

Results for O=C1CN(C(=O)COC(=O)c2ccccc2NCc2ccco2)c2ccccc2N1 ?
DDE Tn7 FP inh: -1; Tn6 DDE FP: -10; TCR-CD3 inh: -2; KLK7 zymogen act: -6.8; MBD2 inh: 2; SIAE primary: -6; PRMT1 inh: 2; LEDGF integ inh: 3; UHRF1 binding: 2; TDP2 absorb: -1

How did COc1ccc(NC(=O)NNC(=O)COc2ccc3cc(Br)ccc3c2)c(OC)c1 do in these assays?
DDE Tn7 FP inh: -6; Tn6 DDE FP: -1; TCR-CD3 inh: 0; KLK7 zymogen act: 0.1; MBD2 inh: -1; SIAE primary: -21; PRMT1 inh: -6; LEDGF integ inh: 3; UHRF1 binding: -5; TDP2 absorb: -2

What do the screens show for `Cc1cc([N+](=O)[O-])ccc1NC(=O)C(C)N1CCN(c2ccccn2)CC1` (stereo not given)?
DDE Tn7 FP inh: -2; Tn6 DDE FP: 0; TCR-CD3 inh: 2; KLK7 zymogen act: -0.2; MBD2 inh: 0; SIAE primary: 7; PRMT1 inh: -2; LEDGF integ inh: -2; UHRF1 binding: 1; TDP2 absorb: 5

Results for O=C(COc1ccc(F)c(Cl)c1)N1CCCCCCC1 ?
DDE Tn7 FP inh: -9; Tn6 DDE FP: 4; TCR-CD3 inh: 9; KLK7 zymogen act: 0.1; MBD2 inh: -5; SIAE primary: -1; PRMT1 inh: -6; LEDGF integ inh: 0; UHRF1 binding: 1; TDP2 absorb: -10

How did CCOC(=O)C1C(=O)NC(N2CCOCC2)=NC1c1ccco1 (stereo not given) do in these assays?
DDE Tn7 FP inh: -6; Tn6 DDE FP: 0; TCR-CD3 inh: 2; KLK7 zymogen act: 0.2; MBD2 inh: -2; SIAE primary: 0; PRMT1 inh: -1; LEDGF integ inh: 0; UHRF1 binding: -1; TDP2 absorb: 9

Results for CO/N=C(/CS(=O)Cc1ccccc1Cl)c1ccc(Cl)cc1Cl (stereo not given) ?
DDE Tn7 FP inh: -1; Tn6 DDE FP: 1; TCR-CD3 inh: -6; KLK7 zymogen act: 0.6; MBD2 inh: 2; SIAE primary: -1; PRMT1 inh: 1; LEDGF integ inh: -2; UHRF1 binding: -5; TDP2 absorb: -4

What do the screens show for `COCCn1c(N)c(N(Cc2ccccc2)C(=O)c2ccc(N3CCCC3=O)cc2)c(=O)[nH]c1=O`?
DDE Tn7 FP inh: -6; Tn6 DDE FP: 7; TCR-CD3 inh: -2; KLK7 zymogen act: 0.3; MBD2 inh: 4; SIAE primary: 4; PRMT1 inh: 1; LEDGF integ inh: -2; UHRF1 binding: -1; TDP2 absorb: 6

Results for Cc1ccc(/C=N/N(C)C2=NS(=O)(=O)c3ccccc32)cc1 ?
DDE Tn7 FP inh: -3; Tn6 DDE FP: 0; TCR-CD3 inh: 4; KLK7 zymogen act: -0.6; MBD2 inh: 0; SIAE primary: 1; PRMT1 inh: -1; LEDGF integ inh: 2; UHRF1 binding: 3; TDP2 absorb: -12

What do the screens show for `CCOc1ccccc1NC(=O)NNC(=O)CCn1nc(C)c([N+](=O)[O-])c1C`?
DDE Tn7 FP inh: -2; Tn6 DDE FP: -2; KLK7 zymogen act: -0.8; MBD2 inh: 0; SIAE primary: 1; PRMT1 inh: 0; LEDGF integ inh: -2; UHRF1 binding: 2; TDP2 absorb: -1

Results for CCCC(=O)CN1C(=O)C2(OCCO2)c2ccccc21 ?
DDE Tn7 FP inh: -5; Tn6 DDE FP: 1; TCR-CD3 inh: 9; KLK7 zymogen act: 0.6; MBD2 inh: -2; SIAE primary: 8; PRMT1 inh: 0; LEDGF integ inh: 0; UHRF1 binding: -1; TDP2 absorb: 10

What do the screens show for `COc1ccc([N+](=O)[O-])cc1N(CC(=O)N1CCCC1)S(C)(=O)=O`?
DDE Tn7 FP inh: -1; Tn6 DDE FP: -4; TCR-CD3 inh: -1; KLK7 zymogen act: -0.1; MBD2 inh: 1; SIAE primary: 13; PRMT1 inh: -3; LEDGF integ inh: 0; UHRF1 binding: -2; TDP2 absorb: 4

Results for S=c1[nH]nc(-c2n[nH]c3c2CCC3)n1N=Cc1c[nH]c2ccccc12 ?
DDE Tn7 FP inh: -6; Tn6 DDE FP: 5; KLK7 zymogen act: 0.3; MBD2 inh: 0; SIAE primary: 1; PRMT1 inh: 22*; LEDGF integ inh: 5; UHRF1 binding: 3; TDP2 absorb: -3

Outcome played no part in choosing rows; any-hit rate near 4.6%.
